# Compound activity: PubChem, several laboratories
# FAS TE block: FAS thioesterase domain inhibitors, primary screen, biochemical, fluorescence intensity, uHTS | 360,000 compounds, 0.67% hits | recombinant FAS-TE, OMFH fluorogenic substrate, fluorescence endpoint | inhibition, % at 15 µM | Fatty acid synthase (Homo sapiens), P49327;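 active = compounds whose normalised, plate-corrected inhibition of enzyme fluorescence in the single-dose primary screen is 50% or more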;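 note: 0% = DMSO with enzyme and 100% = substrate without enzyme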
# Rin1 Abl inh: inhibitors of Rin1-Abl protein binding, primary screen, biochemical, TR-FRET; inhibition, % at 7.35 µM; 360,000 compounds, 0.4% hits; AID 588664, 2011; Tyrosine-protein kinase ABL1 (Homo sapiens) + Ras and Rab interactor 1 (Homo sapiens), …; in the data active = inhibition above about 5%, passing the limit was not always enough
# CendR NRP1 mod: modulators of CendR peptide binding to NRP-1, primary screen, biochemical, fluorescence polarization, uHTS | Neuropilin-1 (Homo sapiens), O14786 | FAM-RPARPAR peptide binding to NRP-1 | inhibition, % at 25 µM | 360,000 compounds, 0.85% hits;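 active = inhibition or corrected inhibition above about 18%, plus a signal ratio from 0.5 to 1.5, limit read from the data, passing the limit was not always enough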; note: strong numbers were not always called active
# bovine MsrA act: bovine MsrA enzyme activators, primary screen, biochemical, absorbance, HTS | purified bovine MsrA, absorbance read-out | Methionine sulfoxide reductase A (Bos taurus) | 360,000 compounds, 0.3% hits | activation, % at 10.6 µM; in the data active = activation above about 7.5%;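 note: 0% = vehicle and 100% = reference activator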
# MT1-MMP act inh: blockers of MT1-MMP proenzyme processing, primary screen, HT1080 RFP-PRO-GFP cells, GFP/RFP fluorescence; 360,000 compounds, 0.061% hits; Matrix metalloproteinase-14 (Homo sapiens), P50281; AID 651647, 2012; GFP/RFP ratio fluorescence, overnight; percent of plate control window, DMSO zero; GFP/RFP ratio change, % at 20 µM;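 active = GFP/RFP ratio change of at least 30% with cell ATP level not reduced by more than half and red fluorescence within 50% of control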; note: strong numbers were not always called active
#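 Test system: HT1080 RFP-PRO-GFP cells; Benchmarks: DMSO and RFP-L50D-GFP cell wells; Timing: cells overnight before dosing, compound overnight, 37 °C, 5% CO2; Compound: one 20 µM compound dose with 1% DMSO; Read-out: GFP/RFP fluorescence ratio.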
# SKN-1 block: suppressors of acrylamide-induced Pgst-4::GFP reporter in worms, primary screen, SKN-1 inhibitor project, whole organism, uHTS, GFP/RFP fluorescence ratio, strain VP596; AID 624304, 2012; 360,000 compounds, 0.49% hits; inhibition, % at 21.8 µM; C. elegans VP596 Pgst-4::GFP/RFP ratio, 24 h;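 active = interference check ratio from 0.5 to 1.5 plus GFP to RFP signal ratio inhibition reaching or exceeding a fixed threshold, cut at about 30% in these data, passing the limit was not always enough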; note: some compounds called inactive have numbers as strong as hits
# MsrA inh: bovine MsrA enzyme inhibitors, primary screen, biochemical, absorbance, HTS | purified bovine MsrA, absorbance read-out | 360,000 compounds, 0.75% hits | Methionine sulfoxide reductase A (Bos taurus) | AID 651718, 2012 | inhibition, % at 15.5 µM; in the data active = inhibition above about 4.5%;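 note: 0% = vehicle wells with enzyme and 100% = reference inhibitor wells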
# E coli Lon inh: inhibitors of E. coli Lon protease, primary screen, biochemical, fluorescence polarization | purified E. coli Lon protease | 360,000 compounds, 0.42% hits | inhibition, % at 7.94 µM | P0A9M0 | AID 602123, 2011; in the data active = inhibition above about 13%, passing the limit was not always enough;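 note: 0% = enzyme with probe and DMSO and 100% = no enzyme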
# Neddylation inh: inhibitors of cullin neddylation, primary screen, biochemical, TR-FRET, uHTS, NAE and Ubc12. NEDD8-conjugating enzyme Ubc12 (Homo sapiens) + NEDD8-activating enzyme E1 regulatory …. calls only at 25 µM. 360,000 compounds, 0.58% hits. AID 651699, 2012; in the data active = inhibition above about 36%
# Target sequence (P61081 whole entry, looked up): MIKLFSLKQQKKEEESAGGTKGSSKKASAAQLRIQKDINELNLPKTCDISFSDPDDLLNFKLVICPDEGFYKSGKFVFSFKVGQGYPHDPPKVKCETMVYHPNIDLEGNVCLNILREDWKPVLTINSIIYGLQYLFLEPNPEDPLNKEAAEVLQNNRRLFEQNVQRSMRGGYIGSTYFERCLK
# Target sequence (Q13564 whole entry, looked up): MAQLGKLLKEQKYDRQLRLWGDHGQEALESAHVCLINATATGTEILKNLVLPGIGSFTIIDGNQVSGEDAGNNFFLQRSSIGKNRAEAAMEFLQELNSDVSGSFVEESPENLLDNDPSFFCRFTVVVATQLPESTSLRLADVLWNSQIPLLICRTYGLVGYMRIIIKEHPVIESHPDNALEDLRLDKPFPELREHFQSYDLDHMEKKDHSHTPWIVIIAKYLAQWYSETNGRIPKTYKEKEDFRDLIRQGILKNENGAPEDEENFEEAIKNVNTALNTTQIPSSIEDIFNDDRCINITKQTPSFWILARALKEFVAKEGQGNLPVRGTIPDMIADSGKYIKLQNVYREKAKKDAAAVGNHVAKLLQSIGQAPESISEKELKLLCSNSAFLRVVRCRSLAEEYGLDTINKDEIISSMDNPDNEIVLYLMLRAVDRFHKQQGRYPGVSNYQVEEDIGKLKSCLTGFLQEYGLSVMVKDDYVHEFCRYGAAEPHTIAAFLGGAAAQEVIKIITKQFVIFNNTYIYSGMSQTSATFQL
# * marks the source's active call; other numbers are inactive results; i = inactive; . = no result given; + = active, no number.
cpd	Molecule	FAS TE block	Rin1 Abl inh	CendR NRP1 mod	bovine MsrA act	MT1-MMP act inh	SKN-1 block	MsrA inh	E coli Lon inh	Neddylation inh
1	CS(=O)(=O)c1ccc2nc(NC(=O)Nc3cccc(Cl)c3)sc2c1	2	-20	5	-4	-22	-1	0.0	1	i
2	Nc1ccc2oc(-c3ccccn3)nc2c1	-12	-4	-4	-12	3	-2	3.1	2	i
3	CCCCC(=O)NC(c1ccc(Cl)cc1)c1ccc2cccnc2c1O (centres undefined)	10	3	-2	-3	-7	35	0.4	8	i
4	C=CCn1c(CC(=O)OC)csc1=Nc1ccc(C(C)=O)cc1	-1	2	7	-6	5	9	1.1	-1	i
5	CC(NC(=O)COC(=O)CNS(=O)(=O)/C=C/c1ccccc1)c1ccccc1 (centres undefined)	-7	2	1	-2	-1	12	-0.8	10	i
6	CC(C)Oc1ccc(C(=O)NC2CCS(=O)(=O)C2)cc1 (centres undefined)	-3	-2	-3	3	-4	-1	0.2	-4	i
7	C[C@H](CO)N1C[C@H](C)[C@H](CN(C)C(=O)N[C@H](C)c2ccccc2)OCc2ccccc2-c2c(n(C)c3ccccc23)C1=O	2	1	-3	-5	-2	-5	0.2	-8	i
8	CCOC(=O)C(Cc1ccccc1)C1(C)Oc2ccccc2O1 (centres undefined)	.	.	-12	.	1	-9	-0.1	.	i
9	CCOC(=O)c1ccc(S(=O)(=O)N2CCN(CCc3ccncc3)CC2)cc1	2	4	2	-9	0	-11	-0.3	-8	i
10	O=C(Nc1ccc(-c2nc3cccnc3s2)cc1)c1ccc(Br)o1	-4	-1	-37	-13	.	12	0.1	-3	.
11	C=CCN=C(CC)C1=C(O)CCCC1=O	-7	1	17	-4	-1	-6	1.1	1	i
12	COc1ccccc1N1CCN(C(=O)CN(Cc2ccccc2)S(C)(=O)=O)CC1	-3	3	3	-2	-4	3	0.4	-4	i
13	COc1cccc(OC)c1C(=O)NC(=S)Nc1ccc2c(c1)OCCO2	-1	6	-2	-9	-2	-9	0.1	-12	i
14	O=C(NC(=S)NCc1nc2ccccc2[nH]1)c1ccccc1F	-3	-3	11	-2	1	-4	0.4	-8	i
15	N#CCCCSc1nnc(-c2ccc(Cl)cc2)n1-c1ccccc1	8	1	4	-2	-11	1	-0.4	2	i
16	CCC(C(=O)NCCc1c[nH]c2ccc(C)cc12)c1ccccc1 (centres undefined)	6	0	6	-4	-4	-4	-0.7	-3	i
17	O=C(NCc1cccs1)c1ccc(Cl)s1	1	-1	-14	-2	-6	13	0.1	0	i
18	O=C(C1c2ccccc2C(=O)N2CCc3ccccc3C12)N1CCN(Cc2ccccc2)CC1 (centres undefined)	-7	0	8	-11	-1	-20	0.7	-6	i
19	CCN(C(=O)COC(=O)c1oc2ccc(OC)cc2c1C)C1CCCCC1	18	0	1	-1	2	13	1.1	-15	+
20	COc1cccc(C(=O)n2c(SC)nc3cc4c(cc32)OCCO4)c1	5	-2	9	-2	-4	2	-0.4	-7	i
21	Cc1ccc(C(=O)OCc2nc3ccsc3c(=O)[nH]2)o1	-3	2	1	-7	5	-12	-0.2	-11	i
22	Cc1cccnc1NC(=O)c1ccc(S(=O)(=O)N2CCCCC2)cc1	-11	2	-14	-2	2	4	0.5	7	i
23	C=CCN1CN(Cc2ccco2)CNC1=S	-6	2	0	-4	2	-8	-0.2	4	i
24	O=C(O)c1c2c(nc3ccc(S(=O)(=O)N4CCC(C(=O)NCc5ccccc5)CC4)cc13)CCCC2	-6	-2	0	0	-8	20	-0.1	-10	i
25	CC(C)NC(=O)Nc1cccc2c1O[C@H](CN(C)S(=O)(=O)c1cccs1)[C@@H](C)CN([C@H](C)CO)C2=O	-10	3	8	-9	-5	0	-0.5	-2	i
26	CCCCNC(=O)OC(C)CNC(=O)OC (centres undefined)	-3	0	-27	8.8*	-8	-8	0.1	-3	i
27	CCOC(=O)CSc1cc(CS(=O)c2ccc(Cl)cc2)nc(-c2ccccc2)n1 (centres undefined)	19	1	-9	-8	-4	2	-0.9	0	i
28	Cc1cccc(C)c1NC1=NC(C)(C)N=C(N)N1	-2	-3	-2	0	2	1	-1.1	0	i
29	C=CCNc1nc(NC(C)(C)CO)nc(OC)n1	-2	2	1	1	-6	-17	-0.6	2	i
30	c1csc(-c2nnc(N3CCCCCC3)c3ccccc23)c1	-2	-2	-3	-5	2	10	-0.8	-2	i

# 7 compounds picked at random from the list so far, as already listed:
cpd	Molecule	FAS TE block	Rin1 Abl inh	CendR NRP1 mod	bovine MsrA act	MT1-MMP act inh	SKN-1 block	MsrA inh	E coli Lon inh	Neddylation inh
2	Nc1ccc2oc(-c3ccccn3)nc2c1	-12	-4	-4	-12	3	-2	3.1	2	i
11	C=CCN=C(CC)C1=C(O)CCCC1=O	-7	1	17	-4	-1	-6	1.1	1	i
18	O=C(C1c2ccccc2C(=O)N2CCc3ccccc3C12)N1CCN(Cc2ccccc2)CC1 (centres undefined)	-7	0	8	-11	-1	-20	0.7	-6	i
14	O=C(NC(=S)NCc1nc2ccccc2[nH]1)c1ccccc1F	-3	-3	11	-2	1	-4	0.4	-8	i
7	C[C@H](CO)N1C[C@H](C)[C@H](CN(C)C(=O)N[C@H](C)c2ccccc2)OCc2ccccc2-c2c(n(C)c3ccccc23)C1=O	2	1	-3	-5	-2	-5	0.2	-8	i
29	C=CCNc1nc(NC(C)(C)CO)nc(OC)n1	-2	2	1	1	-6	-17	-0.6	2	i
8	CCOC(=O)C(Cc1ccccc1)C1(C)Oc2ccccc2O1 (centres undefined)	.	.	-12	.	1	-9	-0.1	.	i

# An excerpt from above, reduced to MT1-MMP act inh, E coli Lon inh and SKN-1 block.
nr	mol	MT1-MMP act inh	E coli Lon inh	SKN-1 block
7	C[C@H](CO)N1C[C@H](C)[C@H](CN(C)C(=O)N[C@H](C)c2ccccc2)OCc2ccccc2-c2c(n(C)c3ccccc23)C1=O	-2	-8	-5
16	CCC(C(=O)NCCc1c[nH]c2ccc(C)cc12)c1ccccc1 (centres undefined)	-4	-3	-4
18	O=C(C1c2ccccc2C(=O)N2CCc3ccccc3C12)N1CCN(Cc2ccccc2)CC1 (centres undefined)	-1	-6	-20
8	CCOC(=O)C(Cc1ccccc1)C1(C)Oc2ccccc2O1 (centres undefined)	1	.	-9

# Next part
cpd	Molecule	FAS TE block	Rin1 Abl inh	CendR NRP1 mod	bovine MsrA act	MT1-MMP act inh	SKN-1 block	MsrA inh	E coli Lon inh	Neddylation inh
31	O=C(CNC(=O)[C@@H]1Cc2ccccc2CN1)Nc1ccc2c(c1)OCCO2	-4	-3	2	-2	0	-19	-0.3	1	i
32	O=C(CNC(=S)N(CCCN1CCOCC1)Cc1cccs1)N1CCOCC1	-14	0	2	-3	-3	-6	0.2	-5	i
33	C=C(C)CSc1nc(N)c2c3c(sc2n1)CCC3	-1	-4	0	-1	2	0	.	3	i
34	O=[N+]([O-])c1ccc(Cl)cc1CNc1ccc(F)c(F)c1	1	2	-6	-5	-1	4	0.4	0	i
35	COCCN1C(=O)C(=O)/C(=C(/O)c2ccc(OC(C)C)cc2)C1c1cccnc1 (centres undefined)	-11	-2	-8	-6	2	-5	0.9	-5	i
36	COc1ccc(OC)c(/C=N\NC(=O)c2c(C)nc3cc(C)ccn23)c1	-3	1	1	-1	-1	8	2.7	5	.
37	O=C(O)Cc1sc(-c2ccc(C(=O)O)cc2)nc1-c1ccccc1	-1	1	-5	-11	1	3	1.0	-6	i
38	CCOc1ccc(C2c3cc(OC)c(OC)cc3CC(=O)N2c2ccccc2)cc1 (centres undefined)	-1	0	0	-2	7	6	2.3	5	i
39	Cc1cccc(N2CCN(C(=O)CCc3nc4ccccc4c(=O)[nH]3)CC2)c1C	-3	-2	-2	-2	2	1	0.8	-7	i
40	O=C(OCc1cccc(C(F)(F)F)c1)c1cc([N+](=O)[O-])ccc1N1CCOCC1	58*	2	8	-1	-1	-16	0.8	8	i
41	NCCC(=O)N1c2ccccc2Sc2ccccc21	-4	-3	-18	0	3	-6	0.3	5	i
42	Cc1cccc(Cn2nc(C(C)(C)C)cc2C(=O)N2CCOCC2)c1	-4	2	3	-2	0	-1	0.1	2	i
43	C/C(=C\C(=O)c1cccnc1)Nc1ccc(O)cc1	-10	-2	-3	-2	12	1	1.1	22*	i
44	CS(=O)(=O)c1ccc2nc(NC(=O)CCC(=O)c3cccs3)sc2c1	-6	-6	-14	-2	-9	9	1.1	0	i
45	CN1CCN(C(=O)c2cc3c(s2)-c2ccccc2S(=O)(=O)C3)CC1	-4	-4	1	-4	3	-8	2.0	-1	i
46	Fc1ccccc1N1CCN(CC2CCCCC2)CC1	1	-2	7	-3	3	-2	1.1	11	i
47	CCc1cc(C(=O)N2CCN(c3ccccn3)CC2)sc1C	0	1	-3	-5	2	2	0.0	-10	i
48	CCc1noc(C)c1C(=O)OCC(=O)NC(=O)c1ccccc1OC	4	5	-3	-5	-1	11	-0.2	5	i
49	COCCN(C(=O)CCC(=O)Nc1cc(C)on1)C(C(=O)NC(C)(C)C)c1ccccc1Cl (centres undefined)	0	2	14	-2	-2	-6	-0.2	-19	i
50	CSc1cccc(CN2CCN(Cc3ccc(F)c(F)c3)C(CCO)C2)c1 (centres undefined)	5	6	-2	-3	4	0	0.3	-2	i
51	Cc1nnc(SCCN2CCOCC2)c2nn(-c3ccccc3F)c(C)c12	-12	-10	-40	-4	-4	4	1.2	-4	i
52	Nn1c(SCC(=O)Nc2ccc3c(c2)OCO3)nnc1C1CCCCC1	-7	-2	-9	-1	.	1	-0.3	-10	i
53	Brc1ccc(-c2ccc(/C=N/Nc3nncc(-c4ccccc4)n3)o2)cc1	-11	1	-8	-10	-1	-34	-1.3	-2	i
54	CC(=O)Nc1cccc(-c2csc(NCc3ccco3)n2)c1	1	3	-5	0	1	22	0.2	-7	i
55	CNC(=O)/C(C#N)=C/c1ccc(-c2nc3ccccc3s2)o1	-8	-2	-12	-3	-14	0	0.3	-10	i
56	COc1ccc(CP(=O)(c2ccccc2)c2ccccc2)cc1	-5	0	-11	-3	-3	3	-0.5	2	i
57	NS(=O)(=O)c1ccc(CNC(=S)NCc2ccc(F)cc2)cc1	-3	1	25*	-5	1	12	-0.6	-5	i
58	COc1ccc(C(=O)NCC(=O)N2CCCCC2)cc1OC	-7	3	-2	-8	-2	2	-0.6	5	i
59	Cc1nc([N+](=O)[O-])c(C(=O)OCc2cccc(Br)c2)n1C	14	1	-6	2	4	-5	0.9	11	i
60	O=c1[nH]c(C(F)(F)F)nc2c1nc1n2CCC1	-6	1	-5	-12	-2	16	0.3	4	i
61	CC#CCOC(=O)c1c(C)nc2sc3c(c2c1N)CCC(O)C3 (centres undefined)	1	-4	-10	-7	5	-10	1.4	1	i

# A few values from the entries so far:
# Result of `COc1ccc(OC)c(/C=N\NC(=O)c2c(C)nc3cc(C)ccn23)c1` under Rin1 Abl inh: 1
# Result of `Cc1nnc(SCCN2CCOCC2)c2nn(-c3ccccc3F)c(C)c12` under E coli Lon inh: -4
